Assay outcomes deposited in PubChem by National Center for Advancing Translational Sciences (NCATS).
CBFb-RUNX1 inh: qHTS Assay for Compounds Blocking the Interaction Between CBF-beta and RUNX1 for the Treatment of Acute Myeloid Leukemia. AlphaScreen CBFb-His/RUNX1-biotin binding, biochemical. Potency, µM (top dose mostly 59.8 µM), without a hit: at the top dose activity, negative = inhibition, actives largely listed as inhibitors. 230,000 tested, under 10 active. Runt-related transcription factor 1 (Homo sapiens) + Core-binding factor subunit beta …; note: % of control where 0% means no effect
Target sequence (Q01196 whole entry, looked up): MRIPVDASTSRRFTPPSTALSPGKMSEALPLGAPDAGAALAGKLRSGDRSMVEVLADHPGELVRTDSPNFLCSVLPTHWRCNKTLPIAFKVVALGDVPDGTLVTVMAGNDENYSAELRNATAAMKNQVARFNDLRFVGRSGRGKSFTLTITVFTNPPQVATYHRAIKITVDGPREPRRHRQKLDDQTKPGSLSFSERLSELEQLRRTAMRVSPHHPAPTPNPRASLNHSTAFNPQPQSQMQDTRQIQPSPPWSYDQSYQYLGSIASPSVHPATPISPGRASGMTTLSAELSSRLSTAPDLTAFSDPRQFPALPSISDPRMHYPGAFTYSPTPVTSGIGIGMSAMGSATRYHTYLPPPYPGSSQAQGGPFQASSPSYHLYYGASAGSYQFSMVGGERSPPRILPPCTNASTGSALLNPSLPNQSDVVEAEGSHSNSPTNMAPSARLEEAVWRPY
Target sequence (Q13951 whole entry, looked up): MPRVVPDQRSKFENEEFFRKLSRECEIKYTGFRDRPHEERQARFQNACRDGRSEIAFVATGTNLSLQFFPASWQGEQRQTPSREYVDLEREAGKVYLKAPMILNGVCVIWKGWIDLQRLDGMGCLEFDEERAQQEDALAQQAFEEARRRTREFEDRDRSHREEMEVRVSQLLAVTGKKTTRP
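Bead-based AlphaScreen assay; binding partners His-tagged CBF-beta and biotinylated RUNX1 at 30 nM each. Compound exposure 15 min after a 20-min protein preincubation; bead step 90 min; all steps at room temperature.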
GAA inh: qHTS Assay for Inhibitors of Human alpha-Glucosidase as a Potential Chaperone Treatment of Pompe Disease. AID 1466, 2008. 200,000 tested, 0.005% active. purified human GAA, 4-MU-alpha-glucoside fluorescence. Potency, µM (highest dose often 76.9 µM), for inactives: top-dose activity change, negative = inhibition, hits mostly inhibitors;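 note: potency is the fitted concentration of half-maximal effect; plate controls were uninhibited enzyme wells for no effect and no-enzyme background for full effect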
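Fluorescence at Ex 365/Em 440 nm from 4-methylumbelliferone reported enzyme activity after 20 min at room temperature. Reactions used 4 nM enzyme and 400 uM substrate at pH 5.0; curves fitted with the Hill equation.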
HttQ103 aggreg: qHTS Multiplex Assay to Identify Dual Action Probes in a Cell Model of Huntington: Aggregate Formation (GFP); PC12 HttQ103-GFP aggregates, Acumen cytometry, 40 h; Potency, µM (top dose mostly 46.1 µM), for the others: top-dose activity change, negative = inhibition, usual class: inhibitors; 220,000 tested, 1.1% active; AID 1688, 2009; note: potency is the fitted concentration of half-maximal effect; % is set by controls: 0 for no effect and ±100 for the full control effect; nearly all actives have a fitted effect of over 60% in size
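Read-out: GFP aggregate count by laser scanning cytometer (488 nm excitation, 500-530 nm emission, 1–25 µm objects >6 SD above background). Cells: PC12, inducible HTTex1-Q103-GFP, 100 nM tebufenozide; compounds titrated.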
GAA glycogen: qHTS Assay for Inhibitors and Activators of Human alpha-Glucosidase Cleavage of Glycogen. recombinant GAA, glycogen substrate, Amplex Red glucose oxidase fluorescence. Potency, µM (doses to about 76.4 µM), for inactives: at the highest dose activity change, negative = inhibition, usual class: inhibitors. 300,000 tested, 0.38% active;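 note: potency is the fitted concentration of half-maximal effect; 0% = full enzyme reaction and -100% = no-enzyme basal signal; the screen sought inhibitors and activators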
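Natural-substrate format: glycogen cleavage by 4 nM human enzyme, glucose read by Amplex Red coupling (Ex 573, Em 610 nm). Normalized to enzyme and no-enzyme controls.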
GAA spleen mod: qHTS Assay for Inhibitors and Activators of Human alpha-Glucosidase From Spleen Homogenate; human spleen homogenate, 4-MU-alpha-glucoside fluorescence; Potency, µM (top dose mostly 79.9 µM), for the others: at the highest dose activity change, negative = inhibition, usual class: inhibitors; 240,000 tested, 0.006% active;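 note: potency is the fitted concentration of half-maximal effect; 0% = enzyme with vehicle and -100% = no enzyme basal signal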
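Human spleen homogenate (1 ug) with 4-methylumbelliferyl-alpha-D-glucopyranoside (1 mM final) in 50 mM citrate/phosphate pH 5.0, 0.01% Tween-20; 40 min at 37 C. Stopped at pH 10; 4-MU fluorescence Ex 365/Em 440 nm; AC50 by Hill fit.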
HTT ATP protect: qHTS Multiplex Assay to Identify Dual Action Probes in a Cell Model of Huntington: Cytoprotection (ATP) | 230,000 tested, 0.14% active | AID 1471, 2008 | Potency, µM (highest dose often 56.4 µM), without a hit: cytoprotection (ATP increase), actives largely listed as activators | PC12 HTT-Q103 induced, cytoprotection, ATP luminescence, 40 h;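 note: potency is the fitted concentration of half-maximal effect; % of control where 0% means no effect; nearly all actives have a fitted effect of over 45% in size; toxic huntingtin expression switched on by the ecdysone agonist tebufenozide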
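Compounds added alongside 100 nM tebufenozide, which induces toxic Q103 huntingtin exon 1-GFP in stable PC12 cells; surviving cells quantified by luminescent ATP measurement. Medium: phenol red-free DMEM, 5% equine and 5% calf serum.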
Lamin A splicing: qHTS Assay for Modulators of Lamin A Splicing. 200,000 tested, 0.01% active. HeLa LMNA splicing GFP/RFP minigene ratio, 48 h. Potency, µM (titrated, usually from 46.1 µM), for inactives: at the top dose ratio change, negative = inhibition, most hits filed as inhibitors. AID 1487, 2009; active = well fitted inhibition curve with a large enough effect in the signal ratio, with a control signal flat, not every such curve was filed as active; inconclusive = small, poorly fitted or top-dose-only effect, or effect the other way, or a change in a side signal; the % refers to the signal ratio; note: potency is the fitted concentration of half-maximal effect; % is set by controls: 0 for no effect and ±100 for the full control effect
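S3 HeLa cells stably expressing lamin A-EGFP splicing minigene plus DsRed2, 600 cells/well, 48 h compound exposure at 37C. Laser-scanning cytometry; analysed as GFP (500-530 nm)/RFP (575-640 nm) total intensity ratio; 0.5% DMSO vehicle.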
Starred values were filed as active, the others as inactive; ? = inconclusive; . = no result given; & = joins results of further samples; [ ] = another dose, or the depositor's remark. Unless noted, calls come from the whole dose curve; as a rule, active = well fitted curve in the direction sought with a large enough effect; inconclusive = small, poorly fitted or top-dose-only effect, or another doubt; inactive = no such curve, though single readings can be large; an effect the other way counts as inactive or inconclusive.

Below each SMILES – CBFb-RUNX1 inh	GAA inh	HttQ103 aggreg	GAA glycogen	GAA spleen mod	HTT ATP protect	Lamin A splicing
COC(=O)[C@@H]1C[C@@]2(O)[C@@H](O)[C@@H](O)[C@@H](O)C[C@H]2N1Cc1ccc(Cl)cc1
→ 4%&-9%	.	-8%[9.22 µM]	12%	-2%&-1%	-19%	.
CCN1CCCC1CNC(=S)Nc1ccc(C(C)=O)cc1 (stereo not drawn)
→ -2%	?	-11%	-17%	-9%	9%[10 µM]	-9%[46 µM]
CCCN(CCC)CCCn1c(=O)[nH]c2ccccc21
→ 1%	-3%	25%	27%	-5%	.	.
CCOCCCNCc1cn(-c2ccc(F)cc2F)nc1-c1ccccc1C
→ -2%	-8%	-14%	4%	-9%	-44%	-18%[46 µM]
Clc1ccc(C2C3=C(Nc4ncnn42)c2ccccc2CC3)cc1 (stereo not drawn)
→ -10%	-4%	22%	3%	4%	3%	?
CCOC(=O)C1=C(C)c2ccccc2OC1(C(=O)OCC)C(C)C (stereo not drawn)
→ 26%[89.1 µM]	.	.	.	4%[119 µM]	-50%[inhibitor]	.
CCCCOCCOCCSC#N
→ 3%[21.7 µM]	.	.	.	-4%	2%	.
CCOC(=O)Nc1ccc2c(c1)N(C(=O)N(C)C)c1ccccc1CC2
→ 1%	-14%	11%	-5%	-6%	-20%[10 µM]	-6%
COc1ccc(N2C(=O)C3CCCN3C2c2ccccc2OC)cc1 (stereo not drawn)
→ 1%	-6%	14%	3%	0%	-5%	1%
CC(C)NC(=O)/C=C/C(=O)O
→ 6%	?	5%	-2%	-2%	-5%	.
O=C(CCc1nc(-c2ccccc2)no1)NCc1cccnc1
→ 3%	0%	0%	2%	0%	-4%	-7%
CC(=O)c1ccc(NC(=O)C(C)Sc2ccccn2)cc1 (stereo not drawn)
→ -2%	14%	-13%[9.22 µM]	-10%	0%	0%	.
O=C(CN1CCN(c2cccc(Cl)c2)CC1)Nc1ccc([N+](=O)[O-])cc1C(=O)Nc1ccccc1F
→ 5%	0%	-29%	1%	-3%	-1%[10 µM]	?
COc1ccc(/C=C/C(=O)OCC(=O)N2CC(=O)Nc3ccccc32)cc1
→ 4%	3%	6%	-3%	-20%	21%[10 µM]	-24%
O=c1c2ccccc2nc(-c2ccco2)n1-c1nc2ccccc2s1
→ 0%	-2%	-29%	-2%	-6%	-52%[inhibitor]	?
Cc1cc(=O)n(C)c(=O)n1CCCCCN1CCCC1
→ -1%	0%	-9%	5%	-5%	10%[10 µM]	14%
CCOC(=O)C1CCN(Cc2ccc(Cl)c(Cl)c2)CC1
→ 2%	0%	3%	9%	-5%	6%	-3%
O=C1CCCc2nn(-c3ccccc3)c(-c3ccncc3)c21
→ 2%	5%	6%	1%	-7%	-11%	-2%
Cc1cccc2nc(-c3cccnc3)c(Nc3ccccc3)n12
→ -7%	-4%	4%	?	-5%	-11%	20%[9.22 µM]
CCOC(=O)c1c(-c2cccs2)csc1NC(=O)CN(CC)CC
→ 18%	-4%	2%	-4%	-5%	-48%[inhibitor]	-7%

Some of these compounds in order of their number in CBFb-RUNX1 inh, highest first.
| SMILES | CBFb-RUNX1 inh |
| --- | --- |
| CCOC(=O)c1c(-c2cccs2)csc1NC(=O)CN(CC)CC | 18% |
| O=C(CCc1nc(-c2ccccc2)no1)NCc1cccnc1 | 3% |
| CC(=O)c1ccc(NC(=O)C(C)Sc2ccccn2)cc1 (stereo not drawn) | -2% |

The results go on.
Below each SMILES – CBFb-RUNX1 inh	GAA inh	HttQ103 aggreg	GAA glycogen	GAA spleen mod	HTT ATP protect	Lamin A splicing
O=C(CCC(=O)OCC(=O)c1ccc(Br)cc1)Nc1cccc2cccnc12
→ -3%	-2%	7%	-2%	6%	24%	18%
CC1CCCCC1NC(=O)/C(C#N)=C/C=C/c1ccccc1[N+](=O)[O-] (stereo not drawn)
→ 4%	-4%	?	-2%	2%	-78%[inhibitor]	?
O=C(c1ccc2nc(N3CCCCC3)sc2c1)N1CCN(c2ccccn2)CC1
→ -17%	-7%	-15%	-9%	14%	0%	-3%
CN(CCCN1CCOCC1)Cc1nc(-c2ccccc2)no1
→ 3%	15%	-12%[9.22 µM]	3%	0%	-6%[10 µM]	3%[46 µM]
CCOc1ccc(OCc2cccc(C(=O)O)c2)cc1
→ -4%	0%	-1%	-15%	-2%	-108%[inhibitor]	3%
CCOC(=O)c1ccc(-n2ncc(C(=O)OCC)c2N)cc1
→ 3%	-10%	-20%	1%	-1%	-4%	-6%
Cc1cc(/C=N/NC(N)=S)c(C)n1-c1ccc(Cl)c(Cl)c1
→ ?	8%	?	-3%	-13%	.	?
O=S1(=O)[C@H]2C[C@@H]3C=C[C@]2(CN1Cc1ccc(C(F)(F)F)cc1)O3
→ 3%	.	1%[9.22 µM]	-2%	-3%	22%[10 µM]	.
Clc1ccc(-c2cnc(Oc3ccccc3)nc2)cc1
→ 6%	?	13%	-1%	-2%	-38%[inhibitor]	1%
CC(=O)NC(CCS(C)(=O)=O)C(=O)Nc1ccc2c(c1)OCO2 (stereo not drawn)
→ 10%	?	1.1µM*	-3%	-7%	.	-14%
CC(=O)NCc1ccc2[nH]c(C)cc2c1
→ -2%	-1%	-4%	-23%	-19%	-29%[10 µM]	-3%
O=C(COc1ccccc1F)NC1CC1
→ 8%	-10%	-6%	4%	3%	5%	6%
CC(=O)Nc1cccc(O)c1
→ 1%	.	-2%	.	-1%&6%	-46%&-54%	.
CCN1CCN(Cc2c(O)ccc3c(=O)c(-c4ccccc4OC)coc23)CC1
→ 0%	-1%	13%	2%	-7%	-15%	3%
CC(=O)c1ccc(-c2ccc(C(=O)N3CCCc4ccccc43)o2)cc1
→ -8%	-10%	-7%	0%	-2%	16%[10 µM]	-23%[46 µM]
COc1ccc([N+](=O)[O-])cc1NC(=O)CN(C)S(=O)(=O)c1ccccc1
→ 0%	6%	-9%	-9%	8%	.	-20%[46 µM]
Cn1c(CNc2nc3ccccc3n2C)nc2ccccc21
→ 14%	4%	26%	23%	12%	2%	?
CSc1sc(C(=O)O)c(C)c1C(C)=O
→ -27%	4%	-6%[9.22 µM]	20%	5%	14%	0%
O=Cc1ccccc1-n1cncn1
→ 4%	4%	-9%	-12%	3%	18%[10 µM]	-4%[46 µM]
CCS(=O)(=O)N1CCN(c2ccc([N+](=O)[O-])c(NCc3cccnc3)c2)CC1
→ -4%	6%	26%[9.22 µM]	-8%	-8%	-1%[10 µM]	8%[46 µM]
CC(C)(CS)C(=O)N1CCC[C@H]1C(=O)O
→ ?	.	.	.	-11%[29.1 µM]	-83%[inhibitor][17.1 µM]	?
Cc1cccc(C2c3[nH]c4ccccc4c3CCN2C(=O)c2cc(CC(C)C)nc(C)n2)n1 (stereo not drawn)
→ 10%	1%	?	-6%	-6%	2%	.
Cc1cc(C)cc(-n2cnc3cc(C(=O)O)ccc32)c1
→ -2%	-2%	-4%	-11%	1%	-2%	4%
O=C(NCCc1c[nH]c2ccccc12)OCCSS(=O)(=O)O
→ -8%	0%[15.4 µM]	-1%[9.22 µM]	1%	-10%	1%[10 µM]	1%[46 µM]
CC(C)(O)[C@H](O)COc1c2occc2cc2ccc(=O)oc12
→ 2%[2.36 µM]	-11%	-20%	1%	0%	.	7%
CCOc1ccccc1NC(=O)C1C2C=CC(O2)C1C(=O)O (stereo not drawn)
→ -4%	1%	1%	-27%	-2%	-16%[10 µM]	-1%
COc1ccc(OC)c(S(=O)(=O)N2CCN(C)CC2)c1
→ 3%	0%	4%	5%	-1%	3%	3%
Cc1nnc2ccc(N3CCCC3)nn12
→ ?	2%	?	-1%	1%	6%	-1%
O=C(c1ccc(S(=O)(=O)N2CCOCC2)cc1)N(c1cccc(Cl)c1)C1C=CS(=O)(=O)C1 (stereo not drawn)
→ 9%	-11%	4%	-3%	-1%	-18%	-2%[46 µM]
CCc1cc2ccc(OC)cc2nc1SCC(=O)N1CCN(C(=O)c2ccco2)CC1
→ -3%	.	-29%[9.22 µM]	-1%	1%	7%[10 µM]	.
Cc1ccc(/C=N/NC(=O)CNC(=O)c2ccc(C)c([N+](=O)[O-])c2)o1
→ 4%	-8%	1%	12%	-8%	21%[10 µM]	-4%[46 µM]
CCOc1ccc2[nH]c(=O)c(CN(Cc3ccc(C)cc3)C(=O)N3CCCC3)cc2c1
→ -11%	-6%	17%[9.22 µM]	14%	8%	-16%[10 µM]	3%
CCn1c(C(O)c2ccc(C)cc2)nc2ccccc21 (stereo not drawn)
→ 3%	-4%	1%	3%	-9%	18%	-5%
CCOC(=O)NC1(NC(C)C)Oc2ccccc2O1
→ -8%	-8%	-23%	11%	-3%	10%[10 µM]	5%
Cc1cc(C)c(C(=O)c2ccc(C(=O)NC(C)(C)C)cc2)c(C)c1
→ 0%	-5%	-24%	-2%	-4%	7%	-7%
O=C(c1cccc(C(F)(F)F)c1)C1CCCN(C(=O)CN2CCCC2=O)C1 (stereo not drawn)
→ 0%	1%	25%[9.22 µM]	?	-8%	28%[10 µM]	-5%[46 µM]
CC(C)(C)NC(=O)CSc1nc2ccccc2n1-c1ccccc1
→ 2%	-10%	-15%	0%	4%	20%	-12%
COc1ccc(CCCc2nnc(SCC(=O)Nc3nc(C)cs3)n2C)cc1C
→ -1%	-9%	-7%	-1%	1%	-7%	?
Cc1nc2cc(-c3cccc(Cl)c3)nn2c(N2CCN(C(=O)c3ccco3)CC2)c1C
→ 1%	4%	-16%	-2%	-6%	-18%[10 µM]	-7%
